Compound activity (PubChem BioAssay)
NCI-60 one-dose screen, 48 h, at 10 µM unless noted. Numbers give growth in % (100 = growth as untreated, 0 = no growth, -100 = all killed).
COLO 205 – COLO 205 colon cancer; AID 1794742; hit rate 7.3% among 79,000
NCI-H226 – NCI-H226 lung cancer. hit rate 3.5% among 79,000
HCT-15 – HCT-15 colon cancer; hit rate 5.2% among 82,000
NCI-H460 – NCI-H460 lung cancer | hit rate 6.8% among 82,000 | AID 1794736
SW-620 – SW-620 colon cancer; hit rate 5.2% among 82,000; AID 1794795
NCI-H23 – NCI-H23 lung cancer; hit rate 4% among 80,000
HT29 – HT29 colon cancer; hit rate 7.4% among 81,000
NCI-H322M – NCI-H322M lung cancer | hit rate 2.7% among 80,000
NCI-H522 – NCI-H522 lung cancer | hit rate 8% among 78,000 | AID 1794739
Numbers without * were called inactive; . = no result given; & = joins results of further samples. The calls were made as follows: active = growth percent below 10; inactive = the rest.

Start of the data: the first 21 entries, to show the layout:
#	canonical_smiles	COLO 205	NCI-H226	HCT-15	NCI-H460	SW-620	NCI-H23	HT29	NCI-H322M	NCI-H522
1	COc1cc2c(cc1OC)C(/C=C/c1ccco1)=NCC2	105	97	95	96	80	83	86	101	73
2	COc1cc2ncnc(NC3CCC(O)CC3)c2cc1OC (stereo unspecified)	102	93	101	102	101	91	90	.	82
3	O=C(Nc1nc2c(s1)CCc1cn(S(=O)(=O)c3ccccc3)cc1-2)c1ccccc1	100	.	80	88	96	75	88	67	64
4	Clc1ccc(C2=Nn3c(nnc3-c3ccccc3)SC2)cc1	102	90	93	102	104	94	99	97	96
5	O=C(NCCNC(=O)c1ccccc1)c1ccccc1	110	93	101	109	102	93	107	90	95
6	N#CC(CC(=O)OCc1ccccc1)NC(=O)OCc1ccccc1 (stereo unspecified)	104	104	107	114	109	103	104	121	93
7	Cn1c(=O)c2c(nc(OC3CCCC3)n2C)n(C)c1=O	100	112	103	116	103	108	.	108	115
8	O=C1N=c2cc3c(cc2=C/C1=C/c1sc(=S)n(Cc2ccco2)c1O)OCO3	94	53	78	55	75	83	95	93	87
9	C[N+]1(C2CC3CCC2C3=O)CCOCC1 (stereo unspecified)	112	99	94	103	104	101	102	103	108
10	Cc1[nH]n(-c2ccccc2)c(=O)c1/C=C1\SC(=S)N(C)C1=O	120	109	79	118	104	.	108	102	108
11	CCOC(=O)C(F)(C#N)Cc1ccccc1 (stereo unspecified)	110	103	112	110	106	105	97	104	88
12	O=C1/C(=C/c2ccc3c(c2)OCO3)COc2ccc(-c3ccccc3)cc21	165	91	100	114	101	91	81	102	51
13	O=[N+]([O-])c1cc(-c2ccccc2)cc([N+](=O)[O-])c1O	107	96	104	103	103	90	103	116	102
14	N#CN1CCCCC1	107	103	110	107	108	98	93	88	85
15	CCO/C=N/C1=C(C#N)C(c2ccc(OC)cc2)c2c(c3ccccc3[nH]c2=O)O1 (stereo unspecified)	110	101	101	102	98	102	112	102	97
16	CCc1c(C)c2ccc3oc(Nc4ccccc4)nc3c2oc1=O	136	102	104	106	107	96	105	108	100
17	C=C(C)[C@@H]1CC[C@]2(C)[C@H](CC=C3[C@@H]4CC(C)(C)CC[C@]4(C(=O)NCC#CCN4CCN(C)CC4)CC[C@]32C)[C@@]1(C)CCC#N	87	87	21	11	44	79	27	86	78
18	Cc1ccsc1[C@@H]1C[C@H](O)Cc2ccccc2N1	97	.	97	111	102	101	108	118	90
19	C[C@@H](C[C@H](CCOC(=O)N(C)C)c1ccccc1)c1ccoc1	107	98	100	97	92	100	97	98	89
20	Nc1c(-c2nc3ccccc3[nH]2)nnn1-c1cccc(C(F)(F)F)c1	103	93	95	95	94	94	84	93	76
21	NC(=O)c1c(NC(=O)c2cc(Cl)c[nH]c2=O)sc2c1CCC(=O)C2	109	108	46	106	30	81	82	112	11

The whole of this part, repeating the preview:
#	canonical_smiles	COLO 205	NCI-H226	HCT-15	NCI-H460	SW-620	NCI-H23	HT29	NCI-H322M	NCI-H522
1	COc1cc2c(cc1OC)C(/C=C/c1ccco1)=NCC2	105	97	95	96	80	83	86	101	73
2	COc1cc2ncnc(NC3CCC(O)CC3)c2cc1OC (stereo unspecified)	102	93	101	102	101	91	90	.	82
3	O=C(Nc1nc2c(s1)CCc1cn(S(=O)(=O)c3ccccc3)cc1-2)c1ccccc1	100	.	80	88	96	75	88	67	64
4	Clc1ccc(C2=Nn3c(nnc3-c3ccccc3)SC2)cc1	102	90	93	102	104	94	99	97	96
5	O=C(NCCNC(=O)c1ccccc1)c1ccccc1	110	93	101	109	102	93	107	90	95
6	N#CC(CC(=O)OCc1ccccc1)NC(=O)OCc1ccccc1 (stereo unspecified)	104	104	107	114	109	103	104	121	93
7	Cn1c(=O)c2c(nc(OC3CCCC3)n2C)n(C)c1=O	100	112	103	116	103	108	.	108	115
8	O=C1N=c2cc3c(cc2=C/C1=C/c1sc(=S)n(Cc2ccco2)c1O)OCO3	94	53	78	55	75	83	95	93	87
9	C[N+]1(C2CC3CCC2C3=O)CCOCC1 (stereo unspecified)	112	99	94	103	104	101	102	103	108
10	Cc1[nH]n(-c2ccccc2)c(=O)c1/C=C1\SC(=S)N(C)C1=O	120	109	79	118	104	.	108	102	108
11	CCOC(=O)C(F)(C#N)Cc1ccccc1 (stereo unspecified)	110	103	112	110	106	105	97	104	88
12	O=C1/C(=C/c2ccc3c(c2)OCO3)COc2ccc(-c3ccccc3)cc21	165	91	100	114	101	91	81	102	51
13	O=[N+]([O-])c1cc(-c2ccccc2)cc([N+](=O)[O-])c1O	107	96	104	103	103	90	103	116	102
14	N#CN1CCCCC1	107	103	110	107	108	98	93	88	85
15	CCO/C=N/C1=C(C#N)C(c2ccc(OC)cc2)c2c(c3ccccc3[nH]c2=O)O1 (stereo unspecified)	110	101	101	102	98	102	112	102	97
16	CCc1c(C)c2ccc3oc(Nc4ccccc4)nc3c2oc1=O	136	102	104	106	107	96	105	108	100
17	C=C(C)[C@@H]1CC[C@]2(C)[C@H](CC=C3[C@@H]4CC(C)(C)CC[C@]4(C(=O)NCC#CCN4CCN(C)CC4)CC[C@]32C)[C@@]1(C)CCC#N	87	87	21	11	44	79	27	86	78
18	Cc1ccsc1[C@@H]1C[C@H](O)Cc2ccccc2N1	97	.	97	111	102	101	108	118	90
19	C[C@@H](C[C@H](CCOC(=O)N(C)C)c1ccccc1)c1ccoc1	107	98	100	97	92	100	97	98	89
20	Nc1c(-c2nc3ccccc3[nH]2)nnn1-c1cccc(C(F)(F)F)c1	103	93	95	95	94	94	84	93	76
21	NC(=O)c1c(NC(=O)c2cc(Cl)c[nH]c2=O)sc2c1CCC(=O)C2	109	108	46	106	30	81	82	112	11
22	O=c1[nH]cc(S)c(=O)[nH]1	109	94	92	105	117	104	103	110	91
23	NC(=S)Nc1c(Br)cc(Br)cc1Br	107	114	106	101	106	98	102	125	.
24	CC(C)(C)OC(=O)NC(CCCNC(=O)OCc1ccccc1)C(=O)O (stereo unspecified)	106	100	100	107	110	103	108	100	95
25	Cc1cccc(NC(=O)Nc2ccc(Nc3ncnc4sc5c(c34)CCOC5)cc2)c1	106	93	98	101	103	94	86	94	76

The list continues.
#	canonical_smiles	COLO 205	NCI-H226	HCT-15	NCI-H460	SW-620	NCI-H23	HT29	NCI-H322M	NCI-H522
26	COc1ccc(/C=N/n2c(-c3ccccc3)cc(C)c(C#N)/c2=N\N)cc1OC	110	100	107	107	104	104	112	102	103
27	Cn1cc(-c2ccc(-c3cn(C)c4ccc(Cl)cc34)[nH]2)c2cc(Cl)ccc21	-91*	6.5*	-66*	-60*	-83*	11	22	41	-34*
28	Cc1c(C(=O)NNC(=O)Nc2ccc(Cl)cc2)nnn1-c1ccc(Cl)cc1	102	96	94	102	.	102	98	83	95
29	C/C(O)=C1\C(=O)OC(C2=C(c3cccs3)NC(=S)NC2C)=CC1c1ccc(C)o1 (stereo unspecified)	76	98	103	111	121	94	99	94	93
30	CC1CCCc2c1nn(C(=O)/C=C(\N)c1ccccc1)c2N (stereo unspecified)	74	65	40	19	69	53	78	62	67
31	NCCOCCOc1ccccc1	113	103	104	103	102	97	98	96	93
32	COc1c2ccoc2cc2oc(C)c(C(C)=O)c(=O)c12	109	102	108	106	108	100	101	97	96
33	NS(=O)(=O)c1ccc(C(=O)N2N=C(c3ccccc3)CC2c2ccc(Cl)cc2)cc1 (stereo unspecified)	104	99	93	98	100	94	113	99	95
34	CCC(=O)N1N=C(c2ccc(-n3ccc(C(F)(F)F)n3)c(C)c2)CC1c1ccc[nH]1 (stereo unspecified)	115	109	99	102	108	100	95	101	67
35	Cn1c(S)c(N=Nc2ccc(O)cc2)sc1=S	112	105	92	102	101	99	109	96	94
36	N#Cc1ccc(/C=N/Nc2ncc(-c3cc4cc5c(cc4o3)OCO5)s2)cc1	106	94	98	101	102	88	102	104	99
37	C1=C2CNCC3=Cc4ccc5ccccc5c4OC23Oc2c1ccc1ccccc21	51	68	22	34	8.8*	53	19	98	0.3*
38	CNc1nc(NC)nc(NNC(=O)c2ccccc2)n1	108	105	102	107	102	105	94	112	91
39	CCOC(=O)C1=C(N)N(c2ccc(Cl)cc2)C2=C(C(=O)CC(C)(C)C2)C1c1ccc(Cl)cc1 (stereo unspecified)	47	107	42	41	67	81	54	99	81
40	Cc1ccc(S(=O)(=O)N/N=C(/c2ccccc2)c2cccs2)cc1	111	.	107	110	107	100	112	118	95
41	O=C(c1ccc(OCCN2CCOCC2)cc1)C1[C@H](c2ccc(Cl)cc2)[C@@H](c2ccccc2)NC12C(=O)Nc1ccc(Br)cc12 (stereo partly specified)	-39*	44	8.4*	6.7*	37	26	-77*	54	10
42	CCOC(=O)C(C(C)=O)c1ccc([N+](=O)[O-])cc1[N+](=O)[O-] (stereo unspecified)	112	99	102	.	.	102	108	143	100
43	C=CCc1c(N(C)c2ccccc2)cccc1-n1cnc2ccccc21	105	93	91	98	91	107	86	100	87
44	Cc1nnc(NS(=O)(=O)c2ccc(N=Nc3ccc(N)nc3N)cc2)s1	110	110&111	107&100	112&110	106&108	110&100	104&108	93&114	97
45	CCOC(=O)N1CCN(CCCCOc2ccccc2N)CC1	105	90	107	106	108	99	93	103	82
46	CC1(C)Oc2cc3oc(=O)ccc3cc2C[C@@H]1OCCNc1cc(-c2ccccc2)c(O)c(-c2ccccc2)c1	100	85	80	88	102	92	106	93	90
47	Cc1cc2nc(CC(=O)c3ccccc3)c(=O)[nH]c2cc1C	114	87	88	98	94	84	97	99	81
48	CC(=O)OCC1O[C@@H](OC(C)=O)[C@@H](NC(=O)NS(=O)(=O)c2ccccc2)C(OC(C)=O)[C@@H]1OC(C)=O (stereo partly specified)	120	100	97	117	111	113	111	99	96
49	Cc1cc(O)c(C(C)C)cc1SC#N	101	98	92	105	106	89	100	.	63
50	COc1ccc(/C=C2\CN(C)CC3C2=NN(CCO)C3c2ccc(OC)c(OC)c2)cc1OC (stereo unspecified)	109	.	102	100	97	95	104	98	95

The results go on.
#	canonical_smiles	COLO 205	NCI-H226	HCT-15	NCI-H460	SW-620	NCI-H23	HT29	NCI-H322M	NCI-H522
51	COCCOCCOCCOC(C)=O	118	118	100	104	103	107	108	104	95
52	COc1ccc(/C=C/C(=O)c2cccc(OCCCOc3cccc(C(=O)/C=C/c4ccc(OC)c(OC)c4)c3)c2)cc1OC	108	70	67	75	76	57	91	81	55
53	COc1ccc(C(=O)NC(=O)Nc2ccc3c(c2)NC(=O)/C3=C\c2[nH]c(C)c(C(=O)NCCN3CCCC3)c2C)c(F)c1	89	83	78	91	98	97	47	96	107
54	N=C(N)c1ccc(C(=O)NCc2cccnc2)cc1	80	99	92	109	58	94	99	109	28
55	O=C(O)c1ccc(NC(=O)c2ccc(-n3c(=O)[nH]c4ccccc4c3=O)cc2)cc1	110	109	108	112	111	101	105	102	100
56	COc1ccc(/C=C/c2nc(N3CCOCC3)c3cc(F)c(F)cc3n2)cc1OC	16	33	36	36	55	35	42	70	26
57	Cc1ccc(/C=C2/SC(=S)N(CC(=O)Nc3ncc(Cc4ccc(C)cc4)s3)C2=O)cc1	114	.	102	100	103	106	106	99	92
58	COc1cc2c(cc1OCCCOc1cc3c(cc1OC)C(=O)N1CC(F)(F)C[C@H]1C=N3)N=C[C@@H]1CC(F)(F)CN1C2=O	3.9*	-20*	94	7.3*	1.8*	5.0*	12	29	-26*
59	COc1ccc(C(=O)C/C(=C\c2ccc(Cl)cc2)C(=O)NCc2ccccc2)cc1	108	73	47	74	98	91	82	85	61
60	O=C1CCCc2cc3c(cc21)CCCC3	103	94	122	103	105	111	106	107	.
61	CCCOc1cc2ccccc2cc1C(=O)Nc1nc(N)c2c(ccc3nccc32)[nH]1	-78*	-57*	-45*	-76*	-80*	-55*	-63*	-35*	-60*
62	O=C(NCc1ccc(Cl)cc1)c1c(O)c(=O)n(-c2ccccc2[N+](=O)[O-])[nH]c1=O	107	81	101	105	113	81	102	104	97
63	CCOC(=O)CSC1=Nc2c(c(-c3ccccc3)cn2-c2ccc(C)cc2)C2=NCCN12	124	77	105	98	94	91	112	96	87
64	Cc1nc2ncc(-c3n[nH]c(=S)o3)c(=O)n2[nH]1	108	100	97	99	96	97	94	90	96
65	O=C(CCSCCC(=O)N/N=C/c1ccccc1)N/N=C\c1ccccc1	100	93	110	96	95	95	100	110	.
66	C/C(=N\N=C\c1ccc(Cl)cc1)c1nnn(-c2ccc(Cl)cc2)c1C	111	104	98	104	99	106	100	104	95
67	CCC(O)C1Sc2ccccc2N1C (stereo unspecified)	98	102	101	120	117	101	90	81	74
68	O=C(CNc1ncnc2sc3c(c12)CCCC3)NN1C(=O)C=CC1=O	105	93	103	106	98	102	108	104	100
69	COc1ccc(/C=N/Nc2cc(=O)[nH]c3ccc(Cl)cc23)cc1OC	110	89	105	95	100	88	100	94	88

Along the list, from the results shown:
NCI-H322M for entries 57–63: 99, 29, 85, 107, -35*, 104, 96
NCI-H226 for entries 57–63: ., -20*, 73, 94, -57*, 81, 77
